hcDAF-12 act – activators of H. contortus DAF-12 nuclear receptor; AID 652067; HEK293 hcDAF-12 lit1-tk-luc reporter, luminescence; 0% DMSO, 100% Δ7-dafachronic acid; activation, % at 6.8 µM; actives 1.4% (n = 370,000);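 active = activation above the mean of all tested compounds plus 3 SD, cut at about 5.5% in these data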;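 also: 100% = response to 3 µM Δ7-dafachronic acid high control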
hgDAF12 agonist – agonists of H. glycines DAF-12 nuclear receptor | HEK293 GAL4-hgDAF12 UAS-luciferase reporter, agonist luminescence; normalized to butyrate control | activation, % at 6.8 µM | actives 1.8% (n = 370,000) | AID 687014;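 active = activation above a cutoff set at the mean of all screened compounds plus 3 SD, cut at about 10% in these data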;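 also: 0% = DMSO wells and 100% = sodium butyrate wells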
KLK7 zymogen act – activators of human kallikrein-7 zymogen; P49862; activation, % at 7 µM; actives 0.9% (n = 370,000); purified proKLK7, EDANS-DABCYL substrate fluorescence; 100% is mature enzyme control, 0% vehicle; AID 652039;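 active = activation above the mean of all tested compounds plus 3 SD, computed per campaign excluding outliers beyond control limits, cut at about 13% in these data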
NPR2 activator – GC-B (human) receptor activation; HEK293-GC-B cells, CNP EC30, cGMP TR-FRET; 0% at EC30 CNP, 100% saturating CNP; AID 1920062; activation, % at 10 µM; actives 0.11% (n = 370,000);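 active = activation at 10 µM reaching about 35% in either raw or pattern-adjusted values, limit read from the data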
FXN GAA850 act – increases GAA850 frataxin promoter reporter activity; HEK293 lucGAA850 FXN promoter luciferase reporter, 24 h; percent of 10 µM SAHA response; activation, % at 6 µM; actives 0.56% (n = 360,000); AID 540364;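 active = activation above the average of all compounds screened plus 3 SD, cutoff fixed separately per campaign, cut at about 7.5% in these data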;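 also: 0% = DMSO wells and 100% = 10 µM SAHA wells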
ssDAF-12 act – activates DAF-12 receptor from parasite S. stercoralis. HEK293 ssDAF-12/GRIP1 lit1-tk-luc reporter, luminescence; % of 3 µM dafachronic acid response. activation, % at 6.8 µM. actives 1% (n = 370,000). AID 652126;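 active = activation above the mean over all tested compounds plus 3 SD, cut at about 0.9% in these data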;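 also: 0% = DMSO-only wells and 100% = 3 µM delta7-dafachronic acid wells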
DAX1 inh-1 – inhibits human nuclear receptor DAX1. HEK293 Gal4-DAX1 luciferase reporter, luminescence. inhibition, % at 6.75 µM. actives 0.99% (n = 340,000). AID 504766;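 active = inhibition above the mean over all tested compounds plus 3 SD, cut at about 4.2% in these data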;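 also: 0% = DAX1-transfected cells with DMSO and 100% = empty-vector control cells with DMSO; inhibition shows as a rise in luminescence from relieved DAX1 repression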
SMARCA2 act – SMARCA2 function activation, primary screen; MG213 cells, MMTV-luciferase reporter, dexamethasone, overnight; actives 1% (n = 370,000); activation, % at 9.1 µM; in the data active = activation above about 7.8%;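 also: 0% = vehicle wells and 100% = reference activator wells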
GC-A act – GC-A (human) enzyme activation. P16066. HEK293 GC-A cells, cGMP TR-FRET, EC30 ANP; 0% at EC30 ANP, 100% saturating ANP. activation, % at 10 µM. actives 0.14% (n = 370,000). AID 1671463; in the data active = activation above about 40%
Target sequence (P16066 whole entry, looked up): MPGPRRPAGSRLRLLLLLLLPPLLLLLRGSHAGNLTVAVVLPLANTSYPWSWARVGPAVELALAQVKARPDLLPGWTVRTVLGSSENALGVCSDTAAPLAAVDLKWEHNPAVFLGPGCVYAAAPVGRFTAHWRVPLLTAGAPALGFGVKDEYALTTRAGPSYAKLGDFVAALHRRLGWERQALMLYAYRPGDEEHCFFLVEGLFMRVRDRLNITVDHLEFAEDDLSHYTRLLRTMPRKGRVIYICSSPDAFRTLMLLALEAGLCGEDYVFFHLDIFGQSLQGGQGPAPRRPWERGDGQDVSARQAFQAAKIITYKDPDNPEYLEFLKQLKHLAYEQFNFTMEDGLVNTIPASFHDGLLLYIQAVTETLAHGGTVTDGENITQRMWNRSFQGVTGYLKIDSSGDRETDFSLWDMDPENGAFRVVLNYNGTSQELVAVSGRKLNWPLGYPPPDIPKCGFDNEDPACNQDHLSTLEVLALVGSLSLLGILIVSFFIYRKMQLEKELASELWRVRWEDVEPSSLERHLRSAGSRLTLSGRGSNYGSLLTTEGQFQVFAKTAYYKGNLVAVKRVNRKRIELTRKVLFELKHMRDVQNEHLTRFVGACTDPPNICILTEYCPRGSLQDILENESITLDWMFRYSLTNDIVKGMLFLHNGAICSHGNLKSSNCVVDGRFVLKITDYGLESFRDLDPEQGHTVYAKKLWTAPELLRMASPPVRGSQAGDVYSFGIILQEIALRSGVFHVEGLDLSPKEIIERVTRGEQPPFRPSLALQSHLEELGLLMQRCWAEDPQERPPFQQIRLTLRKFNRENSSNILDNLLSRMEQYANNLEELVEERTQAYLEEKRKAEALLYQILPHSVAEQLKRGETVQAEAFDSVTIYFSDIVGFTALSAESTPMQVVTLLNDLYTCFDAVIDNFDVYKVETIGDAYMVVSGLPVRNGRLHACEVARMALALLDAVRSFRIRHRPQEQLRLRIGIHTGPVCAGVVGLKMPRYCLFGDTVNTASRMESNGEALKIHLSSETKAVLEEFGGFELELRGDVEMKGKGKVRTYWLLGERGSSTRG
DAX1 inh-2 – inhibitors of DAX1 repression of SF-1 activated StAR promoter; HEK293T StAR-luciferase reporter, SF-1/DAX-1 repression relief; inhibition, % at 6.8 µM; actives 1.1% (n = 370,000); AID 652010;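 active = inhibition above the mean over all tested compounds plus 3 SD, cut at about 3.6% in these data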;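 also: 0% = DAX-1 cells with DMSO and 100% = cells lacking DAX-1 with DMSO; higher inhibition means more luminescence from relief of DAX-1 repression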
sPLA2-III inh – Inhibits HGIII-sPLA2 liposome hydrolysis, primary screen; Q9NZ20; QFRET BODIPY PC-A2 liposome hydrolysis, fluorescence; inhibition, % at 12.2 µM; actives 0.56% (n = 370,000);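 active = inhibition above mean plus 3 SD of compounds lying within the high and low control bounds, cut at about 19% in these data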;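 also: 0% = median of test compound wells and 100% = no enzyme DMSO wells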
* hit, by the source's call.

The opening 2 compounds (preview)
For COc1ccc2nc(Cl)c(C=O)c(N3CCOCC3)c2c1 the results were hcDAF-12 act -2.0, hgDAF12 agonist 0.5, KLK7 zymogen act 0.0, NPR2 activator -3, FXN GAA850 act 2.0, ssDAF-12 act -1.5, DAX1 inh-1 1.6, SMARCA2 act 4, GC-A act -1, DAX1 inh-2 0.5 and sPLA2-III inh 4.
Screening CCCCCN1C(C)=CC(=C(C#N)C#N)C=C1C returned hcDAF-12 act -0.9, hgDAF12 agonist -2.7, KLK7 zymogen act 0.2, NPR2 activator -4, FXN GAA850 act -0.7, ssDAF-12 act -1.6, DAX1 inh-1 0.1, SMARCA2 act -1, GC-A act -3, DAX1 inh-2 0.4 and sPLA2-III inh 1.

Main list (from the top)
For COc1ccc2nc(Cl)c(C=O)c(N3CCOCC3)c2c1 the results were hcDAF-12 act -2.0, hgDAF12 agonist 0.5, KLK7 zymogen act 0.0, NPR2 activator -3, FXN GAA850 act 2.0, ssDAF-12 act -1.5, DAX1 inh-1 1.6, SMARCA2 act 4, GC-A act -1, DAX1 inh-2 0.5 and sPLA2-III inh 4.
Screening CCCCCN1C(C)=CC(=C(C#N)C#N)C=C1C returned hcDAF-12 act -0.9, hgDAF12 agonist -2.7, KLK7 zymogen act 0.2, NPR2 activator -4, FXN GAA850 act -0.7, ssDAF-12 act -1.6, DAX1 inh-1 0.1, SMARCA2 act -1, GC-A act -3, DAX1 inh-2 0.4 and sPLA2-III inh 1.
Screening COc1ccc(C(=O)COC(=O)/C=C/c2ccc(S(=O)(=O)Nc3cccc(S(N)(=O)=O)c3)cc2)cc1 returned hcDAF-12 act -1.5, hgDAF12 agonist -3.9, KLK7 zymogen act 0.0, NPR2 activator 0, FXN GAA850 act 1.6, ssDAF-12 act -1.1, DAX1 inh-1 1.0, SMARCA2 act 0, GC-A act -1, DAX1 inh-2 0.2 and sPLA2-III inh -52.
For CC1(C)Cc2c(C#N)c(N3CCN(C(=O)c4ccco4)CC3)nc(-c3ccco3)c2CS1 the results were hcDAF-12 act 0.9, hgDAF12 agonist 0.9, KLK7 zymogen act -0.1, NPR2 activator 4, FXN GAA850 act 1.7, ssDAF-12 act -0.7, DAX1 inh-1 0.5, SMARCA2 act -2, GC-A act 3, DAX1 inh-2 -0.9 and sPLA2-III inh 0.
For O=C(Nc1ccc(N2CCOCC2)cc1N1CCOCC1)c1ccc(Cl)cc1 the results were hcDAF-12 act 1.4, hgDAF12 agonist -0.3, KLK7 zymogen act 0.7, NPR2 activator 3, FXN GAA850 act 0.4, ssDAF-12 act -1.3, DAX1 inh-1 0.5, SMARCA2 act 2, GC-A act -1, DAX1 inh-2 1.9 and sPLA2-III inh 7.
Nc1nc2ccccc2n1S(=O)(=O)c1ccccc1 was read as hcDAF-12 act -0.6, hgDAF12 agonist -0.8, KLK7 zymogen act 0.3, NPR2 activator 2, FXN GAA850 act 1.5, ssDAF-12 act -0.5, SMARCA2 act -5, GC-A act -3, DAX1 inh-2 4.8* and sPLA2-III inh -3.
`O=C(Nc1ccccc1Cl)N1CCn2c(nc3ccccc32)C1` gave hcDAF-12 act 0.3, hgDAF12 agonist -0.4, KLK7 zymogen act 0.1, NPR2 activator 4, FXN GAA850 act 0.6, ssDAF-12 act -1.4, DAX1 inh-1 -0.1, SMARCA2 act 0, GC-A act -9, DAX1 inh-2 -0.6 and sPLA2-III inh 0.
For COc1cccc(CNc2nc3cc(-c4cccc(Cl)c4)sc3c(=O)n2C)c1OC the results were hcDAF-12 act 0.6, hgDAF12 agonist 1.8, KLK7 zymogen act -0.2, NPR2 activator -1, FXN GAA850 act -0.8, ssDAF-12 act -0.4, SMARCA2 act -5, GC-A act 1, DAX1 inh-2 0.0 and sPLA2-III inh -9.
COC(=O)c1cn(NC(=O)C2CCCO2)c(=O)c2ccccc12 (stereo not given) was read as hcDAF-12 act -0.9, hgDAF12 agonist 1.5, KLK7 zymogen act -3.5, NPR2 activator 4, FXN GAA850 act 2.2, ssDAF-12 act -0.1, DAX1 inh-1 -0.7, SMARCA2 act 0, GC-A act 0, DAX1 inh-2 1.4 and sPLA2-III inh 12.
Cc1ccc(NC2CCCN(C(=O)c3cc4ncccn4n3)C2)cc1C (stereo not given) was read as hcDAF-12 act 2.3, hgDAF12 agonist -2.1, KLK7 zymogen act 0.2, NPR2 activator 4, FXN GAA850 act 0.1, ssDAF-12 act -1.2, DAX1 inh-1 0.3, SMARCA2 act -1, GC-A act 0, DAX1 inh-2 -0.9 and sPLA2-III inh 8.
For O=C(CCCSc1nc2ccccc2[nH]1)NCc1ccco1 the results were hcDAF-12 act -1.7, hgDAF12 agonist -1.0, KLK7 zymogen act 0.4, NPR2 activator 1, FXN GAA850 act -1.0, ssDAF-12 act -1.1, DAX1 inh-1 -0.8, SMARCA2 act -6, GC-A act -1, DAX1 inh-2 -0.7 and sPLA2-III inh 12.
Screening C=CCNc1nnc(SC2CC(=O)N(c3ccc(OCCC)cc3)C2=O)s1 (stereo not given) returned hcDAF-12 act -1.2, hgDAF12 agonist 0.3, KLK7 zymogen act -0.1, NPR2 activator 4, FXN GAA850 act 0.9, ssDAF-12 act -1.4, DAX1 inh-1 0.2, SMARCA2 act 0, GC-A act 0, DAX1 inh-2 -0.1 and sPLA2-III inh -8.
For CSc1ccc(C2C(C#N)=C(N)Oc3c2ccc(=O)c2c(C)oc(C)c32)cc1 (stereo not given) the results were hcDAF-12 act -0.8, hgDAF12 agonist -2.6, KLK7 zymogen act -1.0, NPR2 activator -1, FXN GAA850 act -0.8, ssDAF-12 act -0.7, DAX1 inh-1 0.2, SMARCA2 act 0, GC-A act -12, DAX1 inh-2 0.0 and sPLA2-III inh -13.
Cc1cc(C)cc(NC(=O)C2CCCC2)c1 was read as hcDAF-12 act -1.3, hgDAF12 agonist 1.0, KLK7 zymogen act -0.6, NPR2 activator -1, FXN GAA850 act 0.6, ssDAF-12 act -1.2, DAX1 inh-1 0.4, SMARCA2 act 5, GC-A act 0, DAX1 inh-2 -0.5 and sPLA2-III inh 3.
Screening C(=N\Nc1ccccn1)/c1cccnc1 returned hcDAF-12 act 0.4, hgDAF12 agonist 4.7, KLK7 zymogen act 0.2, NPR2 activator -3, FXN GAA850 act 0.2, ssDAF-12 act 0.1, DAX1 inh-1 0.0, SMARCA2 act -1, GC-A act 1, DAX1 inh-2 -0.2 and sPLA2-III inh 14.
For CC(/C=N/NC(=O)Cn1cnc2c1c(=O)n(C)c(=O)n2C)=C\c1ccco1 the results were hcDAF-12 act 4.3, hgDAF12 agonist -0.8, KLK7 zymogen act -0.1, NPR2 activator 4, FXN GAA850 act -0.5, ssDAF-12 act 0.0, DAX1 inh-1 -1.8, SMARCA2 act 0, GC-A act -2, DAX1 inh-2 -0.2 and sPLA2-III inh -5.
For Cc1ccc2c(c1)N(CC(=O)NCc1cccs1)C(=O)CO2 the results were hcDAF-12 act 0.1, hgDAF12 agonist 0.6, KLK7 zymogen act 0.1, NPR2 activator 3, FXN GAA850 act -2.3, ssDAF-12 act -1.8, DAX1 inh-1 2.6, SMARCA2 act 0, GC-A act 4, DAX1 inh-2 -0.5 and sPLA2-III inh 0.
COC(=O)c1c(C(=O)OC)c(-c2ccc(C)cc2)n2c1CS(=O)(=O)C2 was read as hcDAF-12 act -0.7, hgDAF12 agonist -2.8, KLK7 zymogen act 0.4, NPR2 activator -7, FXN GAA850 act 0.3, ssDAF-12 act -1.4, DAX1 inh-1 -0.7, SMARCA2 act 1, GC-A act 1, DAX1 inh-2 0.1 and sPLA2-III inh -12.
CNC(=S)NNC(=O)Cn1ccc(C)n1 was read as hcDAF-12 act -0.4, hgDAF12 agonist -1.2, KLK7 zymogen act 0.0, NPR2 activator 8, FXN GAA850 act -1.9, ssDAF-12 act 0.0, DAX1 inh-1 0.6, SMARCA2 act -3, GC-A act 2, DAX1 inh-2 0.1 and sPLA2-III inh -1.
For CN[C@@H](C)C(=O)NC[C@H]1O[C@@H](n2cnc3c(N)ncnc32)[C@H](O)[C@@H]1O the results were hcDAF-12 act -2.8, hgDAF12 agonist 0.1, KLK7 zymogen act -0.1, NPR2 activator -5, FXN GAA850 act 0.1, ssDAF-12 act -1.6, DAX1 inh-1 0.0, SMARCA2 act -2, GC-A act 1, DAX1 inh-2 -1.6 and sPLA2-III inh 9.
For O=C(Nc1ccc(F)cc1)C1CCCN(C2=NS(=O)(=O)c3ccccc32)C1 (stereo not given) the results were hcDAF-12 act -1.4, hgDAF12 agonist -0.9, KLK7 zymogen act 0.2, NPR2 activator -5, FXN GAA850 act 3.1, ssDAF-12 act -0.7, DAX1 inh-1 1.2, SMARCA2 act 0, GC-A act 0, DAX1 inh-2 -1.2 and sPLA2-III inh 7.
`CCOC(=O)CCc1c(C)c(C#N)c2nc3ccccc3n2c1-n1cnc2ccccc21` gave hcDAF-12 act -1.6, hgDAF12 agonist -2.5, KLK7 zymogen act -0.2, NPR2 activator -11, FXN GAA850 act -0.3, ssDAF-12 act -1.1, DAX1 inh-1 -0.3, SMARCA2 act -3, GC-A act -14, DAX1 inh-2 0.2 and sPLA2-III inh 2.
`CN1CCc2c(sc(NC(=O)c3ccc(S(=O)(=O)N4CCCC4)cc3)c2C(N)=O)C1` gave hcDAF-12 act -1.6, hgDAF12 agonist 0.2, KLK7 zymogen act 0.6, NPR2 activator 1, FXN GAA850 act 2.8, ssDAF-12 act -1.1, DAX1 inh-1 -0.1, SMARCA2 act 1, GC-A act -2, DAX1 inh-2 -2.5 and sPLA2-III inh -8.
Screening CCOc1cc(Br)cc(/C=N/NC(=O)c2cccnc2)c1O returned hcDAF-12 act -2.4, hgDAF12 agonist -11, KLK7 zymogen act -0.9, NPR2 activator -17, FXN GAA850 act -6.8, ssDAF-12 act -0.8, DAX1 inh-1 -3.6, SMARCA2 act -2, GC-A act -7, DAX1 inh-2 -1.9 and sPLA2-III inh -13.
`O=C(NCCCN1CCCC1=O)C1CCN(S(=O)(=O)N2CCOCC2)CC1` gave hcDAF-12 act 0.0, hgDAF12 agonist -0.1, KLK7 zymogen act -0.1, NPR2 activator 5, FXN GAA850 act 0.3, ssDAF-12 act -0.8, DAX1 inh-1 0.3, SMARCA2 act 2, GC-A act 1, DAX1 inh-2 0.6 and sPLA2-III inh 1.
`CC1CN(CCCOc2ccccc2-c2ccccc2)CC(C)O1` (stereo not given) gave hcDAF-12 act -0.1, hgDAF12 agonist 4.0, KLK7 zymogen act 0.3, NPR2 activator -3, FXN GAA850 act -1.9, ssDAF-12 act -2.2, DAX1 inh-1 -1.2, SMARCA2 act 3, GC-A act -2, DAX1 inh-2 -1.8 and sPLA2-III inh -7.
